Dynein transport = dynein cargo transport inhibition | 3617.4 mouse cells, GR-EGFP nuclear translocation imaging; test concentration mostly 20 µM; stimulated with dexamethasone, 1 µM; active compounds read low | AID 1381 | actives 0.47% (n = 220,000) | z-score, hits read low;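 active = plate z-score of nuclear minus cytoplasmic receptor signal below a set negative limit, without overly bright fluorescence or cell loss, cut at about -3.5 in these data, passing the limit was not always enough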;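 note: z-score of nuclear minus cytoplasmic ring GR-EGFP intensity difference per well; some compounds called inactive have numbers as strong as hits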
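Medium: Induction medium lacking tetracycline, stripped serum | Probe or stimulus: 1.0 µM final dexamethasone stimulus | Schedule: 48 h induction, then 1 h compound, then 30 min agonist, 37 °C | Signal: Automated 10x imaging of fixed Hoechst-stained cells | Evaluation: Per-cell GR-EGFP intensity, nucleus versus surrounding cytoplasmic ring, well-averaged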
Ins promoter up = MIN6 insulin promoter up-regulation; actives 0.3% (n = 190,000); MIN6 insulin promoter-GFP reporter, high-content imaging; active compounds read high; z-score at 5 µM;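 active = z-score above 3 at 5 µM with at least 500 cells counted in the well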
bCat nuc transl = alters nuclear translocation of beta-catenin in HeLa cells. immunofluorescence imaging. nuclear translocation activity, % at 5 µM. actives 0.3% (n = 190,000). AID 1665;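 active = nuclear translocation activity above 50% at 5 µM, with a well cell count of 50 or more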;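 note: per-cell ratio of nuclear to cytoplasmic median beta-catenin stain intensity; plate controls were DMSO negative control for no effect and GSK-3 inhibitor IX positive control for full effect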
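Test system: human HeLa cells, endogenous beta-catenin. Times: 24 h compound exposure, 37°C. Measured by: beta-catenin immunofluorescence imaging with DAPI.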
MT stabilize HCS = stabilizes microtubules in HeLa cells; HeLa tubulin immunostaining HCS, 24 h; share of cells brighter than vehicle mean+2SD; % tubulin-high responders, % at 10 µM; actives 0.83% (n = 200,000); AID 2205;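 active = plate Z-score above 3 for both tubulin-high and condensed-nucleus cell shares, with cell loss under 80%, at 10 µM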;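 note: anti alpha tubulin signal scored within the nucleus-defined area of each cell; some results filed as inactive read as strong as hits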
Autophagy HCS = modulators of autophagy; actives 0.98% (n = 190,000); AID 463193; MEF GFP-LC3 puncta imaging; test concentration mostly 10 µM; calls only at 10 µM (by protocol);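 active = percentage of spot-positive cells more than 3 SD above its plate mean, without a fluorescence outlier flag or 80% toxicity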;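 note: spot-positive cell cutoff set from DMSO-treated cells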
M17LAP inhibition = P. falciparum M17LAP inhibitors, primary screen, biochemical, fluorogenic H-Leu-NHMec substrate, 1536-well (AID 1619); one-dose inhibition, % at 30 µM; IC50 in µM for titrated hits; recombinant M17LAP, H-Leu-NHMec fluorogenic kinetic assay; higher % means a stronger effect; actives 0.38% (n = 220,000);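 active = compound inhibiting the enzyme by more than half at any dose during confirmatory dose-response retesting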;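 note: plate controls were full reaction with DMSO carrier for no effect and no enzyme background for full effect; strong numbers were not always called active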
NOD1 inhibition = inhibition of NOD1-driven NF-kB reporter – cell-based, luminescence, uHTS, primary screen (AID 1578). NOD1-driven NF-kB luciferase reporter cells, luminescence; higher % means a stronger effect. inhibition, % at 4 µM; hits with a dose series show EC50 in µM. actives 1% (n = 290,000); in the data active = inhibition mostly above about 36%, no sharp cut-off; inactive = mostly below about 34%;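 note: HEK-293T reporter cells stimulated with the NOD1 agonist gamma-tri-DAP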
Yfh1-depleted yeast = mitochondrial function rescue without frataxin homolog – Friedreich's ataxia, plus single-dose screen, dose response (AID 1465) | fold induction at 50 µM; hits with a dose series show EC50 in µM | S. cerevisiae Yfh1-off respiration, WST-1 reduction, 72 h; higher fold induction means a stronger effect | actives 0.074% (n = 220,000);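 active = fold induction of absorbance versus untreated yeast above a set limit, then at least 30% activation at any dose in follow-up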;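 note: activators that raise dye reduction in frataxin-depleted yeast; strong numbers were not always called active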
HEK293 NOD2/NF-kB = NOD2 signaling inhibitors, cell-based, luminescence, uHTS, HEK293 (AID 1566) | actives 0.63% (n = 290,000) | HEK293 NOD2/NF-kB luciferase reporter, luminescence; higher % means a stronger effect | inhibition, % at 4 µM, or EC50 in µM where a hit was titrated; in the data active = inhibition above about 50%; note: many of its hits are not listed in these tables
Dynein transport cytoplasmic EGFP = also measured in Dynein transport; calls as there; z-score; measured here: cytoplasmic GR-EGFP intensity; active compounds read high
Dynein transport nuclear GR-EGFP = also measured in Dynein transport; calls as there; z-score; measured here: nuclear GR-EGFP intensity;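 lower value marks the stronger effect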
Dynein transport cell count = recorded beside Dynein transport, whose call it bears; z-score; measured here: cell count per field
Ins promoter up cell count = further read-out of Ins promoter up, marked with its call; cell count; measured here: cytotoxicity, nuclei count;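 total cells summed across four imaged fields per well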
bCat nuc transl cell count 5 µM = recorded beside bCat nuc transl, whose call it bears; cell count; measured here: cell count, cytotoxicity flag
MT stabilize HCS Hoechst-high % = also measured in MT stabilize HCS; calls as there; % Hoechst-high responders; measured here: nuclear condensation Hoechst responders;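 share of cells brighter than vehicle mean plus two SD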
MT stabilize HCS cytotoxicity % = second read-out of MT stabilize HCS, no call of its own (marks repeat the call); toxicity, %; measured here: cytotoxicity by cell density;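 0% = mean cell density of plate MIN control wells and 100% = no cells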
Autophagy HCS cell loss 18 h = also measured in Autophagy HCS; calls as there; toxicity, %; measured here: cell loss, nuclei count;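 cell loss after 18 h compound exposure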
* = called active by the depositor; i = inactive; / = not tested or not shown.

SMILES	Dynein transport	Dynein transport cytoplasmic EGFP	Dynein transport nuclear GR-EGFP	Dynein transport cell count	Ins promoter up	Ins promoter up cell count	bCat nuc transl	bCat nuc transl cell count 5 µM	MT stabilize HCS	MT stabilize HCS Hoechst-high %	MT stabilize HCS cytotoxicity %	Autophagy HCS	Autophagy HCS cell loss 18 h	M17LAP inhibition	NOD1 inhibition	Yfh1-depleted yeast	HEK293 NOD2/NF-kB
Cc1ccc(S(=O)(=O)N(C)CC(=O)Nc2cccc(C)n2)cc1	2.1	-0.14	1.4	-1.4	-0.2	1322	/	/	1.2	0.2	22	i	2	1%	-30%	i	11%
CCN(CC(=O)NCc1cccs1)S(=O)(=O)c1ccc([N+](=O)[O-])cc1	-0.95	0.65	0.13	0.06	0.28	1291	-1.6	1105	3.2	2.5	7.9	i	-3	-1%	-19%	i	18%
COCCn1c(-c2ccccc2)nc2ccccc21	0.72	-0.14	1.8	-1.5	0.02	1150	2.3	574	2.3	1.4	6.5	i	7	26%	24%	i	-3%
Cc1cc(C(=O)O)c(CCCN)s1	-0.83	-0.19	-0.49	0.61	1.3	1095	-1.0	1140	1.8	1.5	3.6	i	5	8%	-20%	i	12%
CCOc1ccc(NC(=O)CCN2CCN(S(=O)(=O)c3ccc(OC)cc3)CC2)cc1	-0.9	-0.16	-0.46	0.009	-0.01	840	/	/	2.3	0.9	3.1	i	3	1%	-9%	i	17%
O=c1cc(CSc2ccccn2)[nH]c(=O)[nH]1	-0.36	-0.098	-0.13	0.72	1.3	1131	-3.4	860	1.9	1.5	0.7	i	14	-5%	-13%	i	16%
CC1=C2C(=O)OC(c3ccoc3)C2(C)CCC1 (stereo not given)	1.3	-0.19	1.3	-0.47	-0.64	885	-1.7	1155	4.6	2.2	0.9	i	7	-1%	-21%	i	0%
CCOC(=O)C1=C(O)C(=O)N(Cc2ccccc2)CC1	0.12	-0.23	0.23	-0.19	-1.1	1361	-1.3	1131	1.3	1.6	5.8	i	25	-8%	-33%	i	4%
O=C(c1cccc(C(=O)N2CCN(c3ccccc3)CC2)c1)N1CCN(c2ccccc2)CC1	-0.66	-0.18	0.31	0.67	-1.4	1230	/	/	0.6	1.8	17	i	7	6%	4%	i	7%
CCN(CC)S(=O)(=O)c1ccc(N2CCN(S(=O)(=O)c3ccc4c(c3)OCCO4)CC2)nc1	-0.55	-0.016	0.026	0.11	-0.85	877	/	/	1.3	1.2	6.5	i	-2	-11%	39%	i	25%
CC(C)(C)c1[nH]nc2c1C(C1C=CCCC1)C(C#N)=C(N)O2 (stereo not given)	-0.13	-0.23	0.28	-0.27	-0.61	906	/	/	2.2	1.9	5.5	i	-13	-2%	4%	i	19%
CC(=O)Nc1ccc(Oc2cc(N)cc([N+](=O)[O-])c2)cc1	-0.6	-0.24	-0.31	0.29	0.55	1134	-0.1	1096	2.4	2.0	4.3	i	6	-3%	-23%	i	8%
CCCNC(=O)c1ccc2c(=O)c(O)c(-c3ccsc3)[nH]c2c1	-0.42	-0.75	-0.15	0.31	-0.24	940	0.0	1355	/	/	/	/	/	9%	-1%	i	-22%
CCOc1ccc(-n2cnc3c(=O)[nH]c(N)nc32)cc1	-0.83	-0.25	-0.45	0.63	-0.16	1512	-0.2	1038	/	/	/	/	/	5%	-9%	i	0%
COc1ccc(N2C(=O)C(O)C2c2ccc(C)cc2)cc1 (stereo not given)	-0.63	-0.27	-0.68	0.83	1.2	1280	/	/	1.7	1.3	4.7	i	17	-9%	-20%	i	8%
O=C(COc1ccc(S(=O)(=O)NC2CCCCC2)cc1)NC1CCCC1	3.1	-0.14	2.2	-1.4	/	/	0.5	1009	2.4	1.0	3.2	i	-26	-4%	-12%	i	7%
Cc1ccc(S(=O)(=O)N2CCCC2)cc1S(=O)(=O)N1CCCC1	-0.72	-0.21	-0.098	0.35	0.71	1884	-1.1	1093	6.1	1.0	75	i	11	-1%	-14%	i	2%
CC1=C(C(=O)Nc2cc(C)ccc2C)C(c2cccs2)NC(=S)N1 (stereo not given)	0.031	-0.18	-0.24	0.031	-0.15	1585	0.4	1325	1.4	2.6	6.3	i	4	1%	15%	i	12%
CCOC(=O)c1cccc(NC(=O)CS(=O)(=O)Cc2nc(-c3cccc(OC)c3)oc2C)c1	1.1	-0.12	0.83	-0.51	-0.83	1325	/	/	5.9	1.6	2.7	i	10	-1%	/	i	-11%
Cc1ccc(C)c(-n2cc(CN3CCN(C(=O)c4ncn[nH]4)CC3)c(-c3ccccc3)n2)c1	-0.84	-0.24	-0.17	1.2	/	/	-1.6	1078	1.9	0.8	5.3	i	5	10%	-23%	i	7%
CN(C)C(CNc1ncnc2sccc12)c1ccccc1 (stereo not given)	0.072	-0.29	0.42	-0.83	0.49	1697	-1.4	1023	3.4	1.5	9.7	i	-5	4%	4%	i	34%
Cc1nn(Cc2ccc(F)cc2)c(C)c1NC(=O)c1noc2c1CCCCC2	0.0055	-0.24	0.19	0.99	-0.56	1947	0.3	1061	2.1	1.7	5.2	i	1	-10%	-4%	i	7%
CC(C)NC(=O)C1(c2ccccc2)CC1(Cl)Cl (stereo not given)	0.05	-0.24	0.11	0.16	0.35	1505	-4.5	1113	2.0	2.7	4.8	i	-1	-9%	-14%	i	-7%
COc1ccc(CN(C)CC(=O)Nc2cccc(S(N)(=O)=O)c2)c(OC)c1OC	1.6	-0.19	0.49	-0.42	/	/	0.5	1471	1.4	2.6	8.6	i	5	19%	-10%	i	8%
CCCC(=O)c1ccc(N2CCN(C(=O)c3ccccc3)CC2)c(F)c1	-0.32	-0.11	-0.2	0.27	-0.3	1065	-0.8	1196	1.7	2.0	7.4	i	-21	4%	-4%	i	-10%
COc1ccc(Cc2nnc(Nc3ccc(Cl)cc3)[nH]c2=O)cc1	2.1	0.092	2.5	-3.4	/	/	0.2	1360	/	/	/	/	/	-7%	6%	i	12%
COc1ccc(C(=O)CNc2ccc3ccccc3c2)cc1	0.13	-0.092	0.1	-0.095	/	/	1.0	1549	4.6	2.2	7.4	i	-20	-5%	-27%	i	-24%
Cc1ccc(S(C)(=O)=N/C=C2\C(=O)c3sccc3N(C)S2(=O)=O)cc1 (stereo not given)	-0.028	-0.25	0.041	0.24	0.06	1086	0.1	1308	/	/	/	/	/	3%	2%	i	18%
CC(=O)N(CC(=O)Nc1nn(-c2ccccc2)nc1C(N)=O)Cc1ccccc1	-0.62	-0.22	-0.18	0.48	0.64	1423	-4.2	908	4.3	2.2	7.0	i	12	-2%	18%	i	8%
CCOC(=O)CSc1snnc1-c1ccccc1	-0.25	-0.2	0.063	1.5	0.01	796	0.5	1091	1.7	1.0	7.8	i	-9	-1%	5%	i	13%

Arranged by the number under MT stabilize HCS Hoechst-high % (ascending): some entries from above
Molecule | MT stabilize HCS Hoechst-high %
CN(C)C(CNc1ncnc2sccc12)c1ccccc1 (stereo not given) | 1.5
CC(=O)N(CC(=O)Nc1nn(-c2ccccc2)nc1C(N)=O)Cc1ccccc1 | 2.2
CC(C)NC(=O)C1(c2ccccc2)CC1(Cl)Cl (stereo not given) | 2.7

Next part.
SMILES	Dynein transport	Dynein transport cytoplasmic EGFP	Dynein transport nuclear GR-EGFP	Dynein transport cell count	Ins promoter up	Ins promoter up cell count	bCat nuc transl	bCat nuc transl cell count 5 µM	MT stabilize HCS	MT stabilize HCS Hoechst-high %	MT stabilize HCS cytotoxicity %	Autophagy HCS	Autophagy HCS cell loss 18 h	M17LAP inhibition	NOD1 inhibition	Yfh1-depleted yeast	HEK293 NOD2/NF-kB
O=C(Cc1ccccc1)NNS(=O)(=O)c1ccc([N+](=O)[O-])cc1	-0.033	-0.31	-0.23	0.39	0.5	1402	-1.9	947	3.6	3.5	6.5	i	-4	10%	42%	i	21%
Cc1cccc(C)c1OCC(O)CN(Cc1ccccc1O)C1CCCCC1 (stereo not given)	-0.99	-0.24	0.0044	0.51	-0.59	1361	-0.5	1090	4.5	2.9	8.4	i	3	3%	-25%	i	-23%
COc1cc(C=O)ccc1OCc1cccc(Br)c1	-0.038	-0.31	-0.33	0.27	-0.8	1258	-1.0	1030	2.2	3.3	9.3	i	4	7%	-31%	i	-34%
Cc1ccccc1NC(=O)CSc1nc(COc2ccccc2)nc2ccccc12	-0.098	-0.16	0.29	-0.14	/	/	/	/	3.1	1.4	12	i	5	5%	6%	i	-4%
CN(Cc1ccccc1NC(=O)c1ccc(S(=O)(=O)N(C)C)cc1)C1CCCCC1	0.58	-0.29	0.36	0.16	-0.79	1274	-2.9	1111	3.1	2.1	4.7	i	2	4%	-29%	i	-7%
CC(=O)Cc1nsc(NC(=O)c2ccc(COc3ccc(C)cc3)o2)n1	0.062	-0.28	0.1	-0.012	1.8	1207	-0.8	1191	4.1	2.2	9.7	i	6	-262%	19%	i	-1%
Cc1ccc(/C(O)=C2/C(=O)C(=O)N(CCN3CCOCC3)C2c2cccs2)cc1 (stereo not given)	0.14	-0.016	-0.035	0.039	/	/	/	/	2.8	1.6	2.8	i	-27	10%	17%	/	20%

Not all compounds are listed, so the mix of outcomes need not match the whole.
